HT1080 viability = cytotoxicity in HT1080 fibrosarcoma cells, cell-based, fluorescence readout (AID 620). HT1080 viability, fluorescence; higher % means a stronger effect. one-dose cytotoxicity, % at 10 µM; EC50 in µM for titrated hits. hit rate 0.42% among 87,000;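 further: cells exposed to compound overnight then 4 h with Alamar Blue; 0% = vehicle DMSO and 100% = killing control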
Bfl-1 inhibitors = Bfl-1 inhibitors, primary screen, biochemical, fluorescence polarization, FITC-Bid, mouse (AID 432) | FITC-Bid BH3 peptide fluorescence polarization displacement; higher % means a stronger effect | hit rate 0.02% among 64,000 | displacement, % at 20 µM, or IC50 in µM where a hit was titrated; in the data active means a potency from the dose series; inactive means the rest, 99 in 100 with displacement below about 15%; further: strong numbers were not always called active
TNAP inhibition = inhibition of tissue-nonspecific alkaline phosphatase – biochemical, luminescent (AID 518); purified TNAP enzyme, luminescent substrate readout; higher % means a stronger effect; hit rate 0.09% among 64,000; inhibition, % at 20 µM, or IC50 in µM where a hit was titrated; in the data active means a potency from the dose series; inactive means the rest, 99 in 100 with inhibition below about 22%;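 further: plate controls were vehicle for no effect and reference inhibitor for full effect; many of its hits are not listed in these tables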
HPDE-C7 cytotoxicity = HPDE-C7 pancreatic duct cell viability loss – fluorescence, HTS (AID 430); HPDE-C7 pancreatic duct cells viability, fluorescence; higher % means a stronger effect; hit rate 1.8% among 63,000; one-dose cytotoxicity, % at 10 µM; EC50 in µM for titrated hits;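 further: cells exposed to compound for 48 hours before viability readout; 0% = vehicle and 100% = reference cytotoxic drug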
MK inhibit = blocks S. pneumoniae mevalonate kinase. hit rate 0.48% among 65,000. AID 555. inhibition, % at 10 µM. purified MK, PK/LDH-coupled NADH absorbance 340 nm;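 active means ranked among the strongest by inhibition in the single 10 µM screen, a fixed top-ranked set picked for dose follow-up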; further: no value below 0 was filed
Spn PMK inh = S. pneumoniae PMK inhibition; purified PMK, PK/LDH-coupled NADH absorbance 340 nm; inhibition, % at 10 µM; hit rate 0.49% among 65,000; AID 539;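 active means top-ranked compounds by inhibition in the single 10 µM screen, taking a fixed number of the strongest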;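 further: 0% = full reaction with DMSO carrier and 100% = background rate without enzyme reaction; no value below 0 was filed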
DPM-DC inhibit = inhibitors of Streptococcus pneumoniae diphosphomevalonate decarboxylase; hit rate 0.49% among 65,000; purified DPM-DC, PK/LDH coupled NADH fluorescence; AID 556; calls only at 10 µM;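 active means the 320 compounds with the highest percent inhibition in the single-dose primary screen, excluding strongly autofluorescent ones, cut at about 32% in these data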;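 further: kinetic rate of NADH fluorescence loss reporting ADP formed by the decarboxylase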
KRASV12 cytotoxicity = cytotoxicity in KRAS-transformed pancreatic duct cells, primary screen, cell-based, fluorescence, HTS (AID 431); HPDE-C7K KRASV12 cells, Alamar Blue viability, 48 h; higher % means a stronger effect; cytotoxicity, % at 10 µM; hits with a dose series show EC50 in µM; hit rate 1.7% among 63,000;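 active means compounds whose percent cytotoxicity in the single-dose primary screen, scaled between solvent and toxic-drug controls, exceeds 50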;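 further: 0% = DMSO solvent wells and 100% = doxorubicin-treated wells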
LYP inhibition = inhibition of human PTPN22 tyrosine phosphatase – biochemical, DiFMUP fluorescence, recombinant catalytic domain, 10 µM, primary screen (AID 606). recombinant LYP catalytic domain, DiFMUP fluorescence; higher % means a stronger effect. inhibition, % at 10 µM; hits with a dose series show IC50 in µM. 52,000 tested, under 10 active;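 active means IC50 under 40 µM in the dose-response test; inactive means IC50 of 40 µM or more, or never dose-tested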
Spn PMK inh pilot replicates = also measured in Spn PMK inh; calls as there; inhibition, %; measured here: pilot screen replicates
MK inhibit pilot replicates = second read-out of MK inhibit, no call of its own (marks repeat the call); inhibition, %; measured here: pilot screen replicates
DPM-DC inhibit pilot screen % = further read-out of DPM-DC inhibit, marked with its call; inhibition, %; measured here: pilot screen trials
* marks the source's active call; other numbers are inactive results; i = inactive; · = not tested or not shown. Unless noted, no stated cut-off is given here; in the data, active means cytotoxicity above about 50%; inactive means the rest.

SMILES	HT1080 viability	Bfl-1 inhibitors	TNAP inhibition	HPDE-C7 cytotoxicity	MK inhibit	Spn PMK inh	DPM-DC inhibit	KRASV12 cytotoxicity	LYP inhibition	others
CCOC(=O)C(C(=O)OCC)c1cc(Br)c2noc3c2c1C(=O)c1ccccc1-3	-1%	14%	7%	3µM*	9	4	i	3.1µM*	-2%
Cc1cc(=O)n2nc(N3CCCC(C(=O)NCc4ccc5c(c4)OCO5)C3)sc2n1 (centres undefined)	3%	0%	6%	-22%	0	12	i	-12%	8%
COC(=O)c1ccc(Cl)c(NS(=O)(=O)c2ccc3c(c2)OCCO3)c1	36%	-6%	6%	56%*	8	0	i	64%*	-1%
CN(C)c1ccc(C(=O)c2ccc(N(C)C)c(N)c2)cc1N	4%	-2%	6%	43%	7	2	i	46%	2%
CCOC(=O)N1CCN(c2c(N3CCN(c4ccccn4)CC3)c(=O)c2=O)CC1	-3%	3%	10%	12%	10	0	i	15%	7%	Spn PMK inh pilot replicates=1.0;MK inhibit pilot replicates=1.5;DPM-DC inhibit pilot screen %=0.0
c1ccc(SCCOCCn2cncn2)cc1	-2%	-2%	10%	2%	0	1	i	4%	4%
COc1ccc(F)cc1S(=O)(=O)Nc1ccc2c(c1)OCCO2	·	0%	1%	6%	5	0	i	6%	0%
COC(=O)c1[nH]c2ccc(Cl)cc2c1NC(=O)CCN1CCN(C2CCCCC2)CC1	-7%	1%	6%	-2%	4	0	i	-8%	7%
CN(C)S(=O)(=O)c1ccc(C(=O)Nc2ccc(CCC(=O)N3CCCC3)cc2)cc1	-2%	-1%	10%	-3%	7	9	i	-5%	-4%
CCCCOc1ccc(C(=O)O)cc1	-2%	-2%	2%	-9%	1	5	i	-10%	·
COc1ccc(NC(=O)c2cnc(C)cn2)c2ncccc12	10%	2%	8%	-12%	0	14	i	0%	·
CCOC(=O)c1cc(C(C)=O)c(=O)n(C)c1N	-4%	0%	-11%	-4%	0	14	i	-9%	-10%
O=c1nc2n(c3ccccc13)Cc1ccccc1-2	4%	-28%	13%	-1%	5	12	i	-7%	6%
O=C(Nc1nccs1)c1ccc(CSc2nnnn2-c2ccccc2)cc1	17%	-6%	14%	8%	4	5	i	24%	1%
O=c1oc2ccccc2cc1NCc1ccccc1O	2%	-4%	6%	0%	6	3	i	7%	0%	Spn PMK inh pilot replicates=0.0;MK inhibit pilot replicates=1.5;DPM-DC inhibit pilot screen %=4.0
Cc1cccc(-c2nc(CN3CCCC(C(=O)NC4CCCCC4)C3)c(C)o2)c1 (centres undefined)	-15%	-5%	8%	5%	0	17	i	16%	·
CC1=NC(C(F)(F)F)(C(F)(F)F)C(C#N)=C(C)N1	6%	-5%	3%	·	0	5	i	·	5%
CCOc1ccccc1Nc1ncnc2c1cnn2-c1ccccc1	-5%	-6%	5%	-28%	0	2	i	-1%	-2%
Cc1ccc(CNC(=O)C2CCCN(S(=O)(=O)c3cnc[nH]3)C2)cc1 (centres undefined)	-1%	-11%	14%	15%	13	2	i	5%	12%	Spn PMK inh pilot replicates=0.0;MK inhibit pilot replicates=2.5;DPM-DC inhibit pilot screen %=2.0
COC(=O)Cc1ccc(NC(=O)c2cccs2)cc1	-1%	-3%	-4%	-14%	3	8	i	0%	4%
COc1ccc(C(=O)Nc2nnc(Cc3cccs3)s2)cc1OC	20%	-10%	7%	-14%	0	10	i	0%	9%
O=C(CCS(=O)(=O)c1ccccc1)Nc1nc2c(s1)COc1ccccc1-2	-1%	-3%	9%	98%*	7	13	i	6%	-4%
CC(OC(=O)CN(C)S(=O)(=O)c1ccc(Cl)cc1)C(=O)Nc1ccc(N2CCOCC2)cc1 (centres undefined)	1%	-3%	13%	-13%	3	12	i	-2%	-1%
CCCC(=O)NC(Nc1ccc(S(=O)(=O)Nc2cc(C)on2)cc1)(C(=O)OCC)C(F)(F)F (centres undefined)	-4%	2%	6%	-8%	4	5	i	-4%	·
CC1CCc2c(C(=O)N3CCN(S(=O)(=O)c4cccs4)CC3)csc2C1 (centres undefined)	-6%	1%	11%	·	1	10	i	·	8%
(next part)
SMILES	HT1080 viability	Bfl-1 inhibitors	TNAP inhibition	HPDE-C7 cytotoxicity	MK inhibit	Spn PMK inh	DPM-DC inhibit	KRASV12 cytotoxicity	LYP inhibition	others
Cc1cc(C(=O)NCC2CCCO2)n(-c2ccccc2)n1 (centres undefined)	-6%	-2%	5%	0%	13	20	i	-10%	3%
CCC(CC)C(=O)Nc1ccccc1NC(C)=O	0%	-1%	6%	-11%	6	7	i	-16%	-3%
c1ccc(-c2nnc(CN3CCC4(CC3)OCCO4)o2)cc1	-7%	0%	8%	0%	21	0	i	3%	1%	Spn PMK inh pilot replicates=2.5;MK inhibit pilot replicates=0.5;DPM-DC inhibit pilot screen %=3.0
Cc1cc(C)nc(N2CCC(C(=O)Nc3ccc4c(c3)OCO4)CC2)n1	0%	4%	10%	-7%	3	16	i	7%	·
O=c1[nH]nc(CSCc2ccccc2Cl)[nH]1	11%	-4%	6%	1%	3	0	i	-2%	-8%
CCOc1ccc2nc(NCCCNS(=O)(=O)c3ccccc3)c(C#N)cc2c1	3%	2%	-14%	3%	4	10	i	3%	·
O=S(=O)(Cc1nc2ccccc2s1)c1ccccc1	-2%	-6%	8%	5%	5	11	i	7%	11%
Cn1c(NC(=O)c2ccc3c(c2)OCO3)cc(=O)n(C)c1=O	1%	13%	6%	-8%	4	11	i	8%	3%
CCOc1ccc(C(=O)NC2CCN(C(=O)NCc3ccccc3)CC2)cc1	0%	2%	5%	-30%	4	7	i	-16%	5%
Cc1onc(-c2ccccc2)c1C(=O)Nc1ccc(S(=O)(=O)N2CCCCC2)cc1	3%	3%	22%	5%	9	12	i	18%	6%	Spn PMK inh pilot replicates=5.0;MK inhibit pilot replicates=1.0;DPM-DC inhibit pilot screen %=0.5
COc1ccc(-n2c3c(cc(C(=O)NC4CCSC4=O)c2=O)C(=O)CC(C)(C)C3)cc1 (centres undefined)	-2%	-4%	15%	10%	2	5	i	-6%	·
CCC(=O)N[C@@H]1CC(C(C)(C)NC(=O)CC)CC=C1C (some centres undefined)	0%	-14%	6%	-1%	2	9	i	-11%	7%	Spn PMK inh pilot replicates=5.0;MK inhibit pilot replicates=0.0;DPM-DC inhibit pilot screen %=0.0
COc1cc(OC)cc(C(=O)N2CCC(N3CCCCCC3)CC2)c1	-6%	2%	0%	-6%	32	0	i	-11%	5%
O=C(CSc1nnc(-c2cccnc2)n1Cc1ccco1)c1ccc(Br)cc1	2%	-3%	2%	3%	8	12	i	8%	·
Cn1c(=N)c(S(=O)(=O)c2ccc(Cl)cc2)cc2c(=O)n3ccccc3nc21	9%	1%	22%	25%	7	11	i	28%	8%	Spn PMK inh pilot replicates=0.5;MK inhibit pilot replicates=3.0;DPM-DC inhibit pilot screen %=10
O=C(CSc1nc(Nc2ccccc2)nc(N2CCOCC2)n1)N1CCc2ccccc21	0%	2%	7%	-5%	10	4	i	2%	8%
CCCCCn1c(SCc2cccc(C)c2)nc2c1c(=O)[nH]c(=O)n2C	·	1%	5%	0%	0	8	i	-2%	5%
Cc1cc(C(=O)Nc2nnc(C3CCCCC3)s2)no1	-2%	2%	11%	-1%	15	12	i	-6%	2%
CCOC(=O)C(C)Oc1ccc(=O)n(-c2ccccc2)n1 (centres undefined)	5%	-3%	16%	-7%	3	2	i	-18%	-8%
COc1ccc(CCNC(=O)CCn2cccc2)cc1OC	5%	-8%	5%	-4%	3	12	i	-5%	3%
COc1ccc(S(=O)(=O)Nc2ccccc2C(=O)NCc2ccco2)cc1	12%	-8%	10%	16%	6	9	·	17%	8%
OCC(C#CCN1CCCCC1)NCc1ccccc1 (centres undefined)	-4%	-5%	2%	-11%	5	6	i	-4%	·
COc1ccc2[nH]c(C(=O)O)c(NS(=O)(=O)c3ccc(Cl)s3)c2c1	1%	1%	9%	14%	6	6	i	24%	·
Cc1[nH]c2ccc(F)cc2c(=O)c1SC(F)(F)C(F)C(F)(F)F (centres undefined)	6%	5%	13%	-12%	4	15	i	-3%	3%	Spn PMK inh pilot replicates=4.5;MK inhibit pilot replicates=0.0;DPM-DC inhibit pilot screen %=2.5
CC(C)OC(=O)C1C2C=CC3(CN(CC4CCCO4)C(=O)C13)O2 (centres undefined)	-6%	·	·	·	0	3	i	·	-8%
Continuation:
SMILES	HT1080 viability	Bfl-1 inhibitors	TNAP inhibition	HPDE-C7 cytotoxicity	MK inhibit	Spn PMK inh	DPM-DC inhibit	KRASV12 cytotoxicity	LYP inhibition	others
COc1ccc(OC)c(Nc2ncnc3c2cnn3-c2cccc(C)c2)c1	15%	·	·	·	0	13	i	·	12%
CCCCOC(=O)C(C#N)c1nc2ccccc2nc1N1CCOCC1 (centres undefined)	-11%	0%	8%	-14%	5	14	i	-10%	·
CC(=O)ON1C(C)(C)CC(OC(=O)c2ccccc2)CC1(C)C	-2%	0%	-1%	-10%	7	12	i	-1%	-2%
COC(=O)CSC1=C(C#N)C(c2ccc(F)cc2)CC(=O)N1 (centres undefined)	-4%	-7%	21%	10%	5	0	i	9%	9%	Spn PMK inh pilot replicates=3.5;MK inhibit pilot replicates=0.0;DPM-DC inhibit pilot screen %=0.5
CCOC(=O)CSc1nc2ccccc2c(=O)n1C1CCCC1	2%	3%	10%	5%	11	12	i	-9%	-4%
CN(CC(=O)NCc1ccc(Cl)cc1)S(=O)(=O)c1cccc2nsnc12	0%	10%	5%	-14%	0	10	i	-10%	-5%
CCCCn1c(=O)n(CC(=O)Nc2c(CC)cccc2CC)c(=O)c2c1nc(CO)n2CCC	-3%	-2%	8%	-18%	12	0	i	-8%	0%
CCN(C(=O)c1c(OC)cccc1OC)c1nnc(-c2cccnc2)s1	1%	-2%	6%	-6%	2	7	i	-1%	·	Spn PMK inh pilot replicates=1.0;MK inhibit pilot replicates=0.0;DPM-DC inhibit pilot screen %=0.0
CCCCn1c(=N)n(CC(O)COc2ccccc2)c2ccccc21 (centres undefined)	8%	2%	5%	4%	2	0	i	13%	9%
O=C(Nn1cnnc1)C1Cc2ccccc2CN1S(=O)(=O)c1ccc(F)cc1 (centres undefined)	3%	4%	17%	-6%	7	6	i	2%	9%	Spn PMK inh pilot replicates=4.0;MK inhibit pilot replicates=0.0;DPM-DC inhibit pilot screen %=4.0
CCOC(=O)N1CCC(N(CCCOC)C(=O)Nc2cccc(OC)c2)CC1	-2%	-11%	10%	-4%	0	1	i	4%	·
O=C(CCN1CCCCC1)NCC1OCCc2ccccc21 (centres undefined)	3%	-4%	10%	-19%	12	2	i	-10%	23%

Grouped by structure: those above with a COOH group
SMILES	HT1080 viability	Bfl-1 inhibitors	TNAP inhibition	HPDE-C7 cytotoxicity	MK inhibit	Spn PMK inh	DPM-DC inhibit	KRASV12 cytotoxicity	LYP inhibition	others
CCCCOc1ccc(C(=O)O)cc1	-2%	-2%	2%	-9%	1	5	i	-10%	·
COc1ccc2[nH]c(C(=O)O)c(NS(=O)(=O)c3ccc(Cl)s3)c2c1	1%	1%	9%	14%	6	6	i	24%	·

Screens as filed in PubChem.
